BCR signal inh: blocks chronic active B-cell receptor signaling | Potency, µM (series often up to 46.1 µM), without a hit: at the highest dose ratio change, negative = lower green/red ratio, actives largely listed as inhibitors | AID 493014 | 0.05% of 340,000 active | ABC-DLBCL IkBa-CBG/CBR reporter, luminescence ratio, 4 h; active = well fitted inhibition curve with a large enough effect in the signal ratio, with a control signal flat, not every such curve was filed as active; inconclusive = small, poorly fitted or top-dose-only effect, or effect the other way, or a change in a side signal; the % refers to the signal ratio;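 also: potency is read from the fitted curve at half-maximal effect; plate controls were basal doxycycline-induced cells for no effect and cells given 10 µM MG132 for full effect; MG132 reads +100%, hits lower the ratio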
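Cell line TMD8 (human ABC DLBCL), stably expressing tet-inducible CBG68-IkBa fusion and CBR; IMDM/0.5% FBS; cpd up to 46 uM; dox induction, 4 h, 37C/5% CO2; dual luminescence; green/red ratio; MG132 control.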
Giardia kill: Giardia lamblia killing; AID 540267; activity change, % at 7.66 µM, hits read low; Giardia lamblia trophozoite viability; 0.15% of 340,000 active; in the data active = activity change below about -80%; inconclusive = between about -30% and that limit;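 also: parasites exposed to compound for two days anaerobically before the ATP read; % is scaled to controls: 0 for no effect and ±100 for the full control effect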
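Each well holds 100 Giardia trophozoites and compound. After two days (48 hrs) at 37 deg C in anaerobic conditions, ATP is quantified by luminescence.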
FBPA coupling cs: counter-screen for Giardia aldolase inhibitors: coupling enzyme system; coupling enzyme system counterscreen, AmpLite Red fluorescence; activity change, negative = inhibition, % at 58.2 µM, hits read low; 0.67% of 290,000 active; AID 2472; in the data active = activity change below about -30%; also: % is scaled to controls: 0 for no effect and ±100 for the full control effect
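Compounds tested against the coupling enzymes alone at 57.5 uM final; readout was AmpLite Red fluorescence (525/598 nm) after 20 min at RT.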
TSHR antagonist: human thyrotropin receptor antagonism; P16473; 0.2% of 330,000 active; TSHR-expressing cells, TSH-stimulated cAMP HTRF, 2 h; hits give low values; activity change, negative = inhibition, % at 11.5 µM; AID 504810;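 active = activity change below a set negative limit, meaning inhibition stronger than a set level, cut at about -70% in these data; inconclusive = activity change between two set negative limits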; also: % is scaled to controls: 0 for no effect and ±100 for the full control effect
Target sequence (P16473 whole entry, looked up): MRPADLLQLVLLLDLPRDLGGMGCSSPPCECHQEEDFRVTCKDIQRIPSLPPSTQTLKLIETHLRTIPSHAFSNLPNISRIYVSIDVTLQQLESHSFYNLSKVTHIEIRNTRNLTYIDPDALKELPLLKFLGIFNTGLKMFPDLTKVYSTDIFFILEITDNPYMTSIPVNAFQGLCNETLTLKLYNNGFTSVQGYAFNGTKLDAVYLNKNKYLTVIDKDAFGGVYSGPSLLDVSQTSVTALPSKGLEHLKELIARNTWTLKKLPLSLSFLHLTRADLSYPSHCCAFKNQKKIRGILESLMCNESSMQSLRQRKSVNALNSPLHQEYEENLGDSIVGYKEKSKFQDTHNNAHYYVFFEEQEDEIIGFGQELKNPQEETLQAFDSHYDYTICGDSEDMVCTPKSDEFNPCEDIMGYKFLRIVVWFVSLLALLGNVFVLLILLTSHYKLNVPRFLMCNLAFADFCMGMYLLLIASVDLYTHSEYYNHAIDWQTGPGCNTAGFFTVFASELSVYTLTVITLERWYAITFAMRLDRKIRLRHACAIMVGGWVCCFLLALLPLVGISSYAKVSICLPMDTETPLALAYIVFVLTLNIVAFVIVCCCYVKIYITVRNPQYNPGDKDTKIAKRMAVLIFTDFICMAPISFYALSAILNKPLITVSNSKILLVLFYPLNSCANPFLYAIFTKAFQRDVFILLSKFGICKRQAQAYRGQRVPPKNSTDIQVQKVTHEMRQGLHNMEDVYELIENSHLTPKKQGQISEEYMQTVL
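Inhibition of cAMP made by TSHR-expressing cells under TSH stimulation (4nM final, EC80; 2 h, 37 deg C) is quantified with a one-step lysis HTRF kit, anti-cAMP cryptate versus cAMP-d2.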
Tb PFK block: T. brucei PFK enzyme inhibition. O15648. T. brucei PFK, ADP-Glo luminescence. AID 485367. Potency, µM (titrated, usually from 57.5 µM), inactives show at the top dose activity, negative = inhibition, most hits filed as inhibitors. 0.17% of 330,000 active;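 also: potency is read from the fitted curve at half-maximal effect; 0% = uninhibited 1x PFK enzyme wells and -100% = no-enzyme wells; nearly all actives have a fitted effect of over 60% in size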
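In TEA buffer at pH 8.0 with 5 mM MgCl2, enzyme (1.25 nM) converted F6P (0.5 mM) and ATP (0.1 mM) for 45 min at room temperature. ADP product was read by luciferase luminescence.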
TCR act: activators of T cell receptors. primary human leukocytes, anti-CD3, IL-2 HTRF, 48 h. Potency, µM (top dose mostly 9.22 µM), for the others: top-dose activation of IL-2 secretion, actives largely listed as activators. 330,000 tested, under 10 active; also: % of control where 0% means no effect
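Human primary leukocytes + a-CD3 beads + cpd, 48 hr; IL-2 in supernatant by HTRF (ex 320nm / em 665nm). No co-stimulatory signal supplied.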
AT treatment: potential ataxia-telangiectasia treatments restoring KAP-1 phosphorylation; 0.19% of 320,000 active; […] A-T fibroblasts, KAP-1 phosphorylation AlphaLISA; neocarzinostatin DNA damage 30 min before lysis; Potency, µM (highest dose often 57.5 µM), for the others: at the top dose activation, usual class: activators; also: potency is read from the fitted curve at half-maximal effect; % of control where 0% means no effect; nearly all actives have a fitted effect of over 45% in size
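hTERT-immortalized A-T patient fibroblasts ([…]), 500 cells/well in OPTI-MEM, 1% FBS, got compounds for 60 min, then NCS for 30 min at 37C. Lysates were then assayed for phospho-KAP-1 by AlphaLISA (anti-pKAP1 donor, anti-KAP1 acceptor beads), 6 hr at 25C.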
KCNH2 WT inh: blocks the wildtype human KCNH2 potassium channel; activity change, % at 1.84 µM; U2OS, BacMam KCNH2, thallium flux FluxOr; hits give low values; AID 720551; Q12809; 0.37% of 340,000 active;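 active = maximum activity change below -70%; inconclusive = maximum activity change between -70% and -50%; inactive = maximum activity change above -50%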; also: % is scaled to controls: 0 for no effect and ±100 for the full control effect
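U2OS cells transduced with wild-type KCNH2 virus are loaded with FluxOr dye for 45 min, and thallium flux is measured in kinetic reads before and after stimulation buffer. Rate constants are normalized to DMSO controls.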
CXXC DNA block: MLL CXXC-DNA interaction inhibition; Q03164; MLL-CXXC / FITC-HOXA9 DNA fluorescence polarization; Potency, µM (titrated, usually from 115 µM), for inactives: at the highest dose activity change, negative = inhibition, hits mostly inhibitors; AID 2662; 0.037% of 290,000 active; active = well fitted inhibition curve with a large enough effect in the polarisation, with a control signal flat, not every such curve was filed as active; inconclusive = small, poorly fitted or top-dose-only effect, or effect the other way, or a change in a side signal; inactive = no such curve, though single readings can be large or run the other way; the % refers to the polarisation; also: potency is read from the fitted curve at half-maximal effect
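Purified MLL-CXXC (added from a 7 uM solution) was preincubated 5 min at ambient with pinned compounds in 50 mM Tris-HCl pH 7.5, 50 mM NaCl, 1 mM DTT, 0.05% BSA. Fluorescein-labeled HOX-A9 DNA (50 nM solution) followed, 30 min, then polarization read.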
GALK inhibitor: blocks human galactokinase activity. P51570. Purified GALK, Kinase-Glo residual ATP luminescence. Potency, µM (top dose mostly 57.5 µM), for the others: top-dose activity change, negative = inhibition, actives largely listed as inhibitors. 0.007% of 270,000 active; also: potency is read from the fitted curve at half-maximal effect; % is scaled to controls: 0 for no effect and ±100 for the full control effect
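Human GALK (5 nM) with 35 uM ATP and 100 uM galactose in 20 mM HEPES pH 8.0, 5 mM MgCl2, 60 mM NaCl, 1 mM DTT, 0.01% BSA. After 1 h at room temperature, leftover ATP was read by Kinase-Glo Plus luminescence.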
Active calls of the source: *; i = inactive; ? = inconclusive; nt = not tested or not shown; [ ] = dose if it differs, or a comment. Unless noted, calls follow the shape of the dose curve; as a rule, active = well fitted curve in the direction sought with a large enough effect; inconclusive = small, poorly fitted or top-dose-only effect, or another doubt; inactive = no such curve, though single readings can be large; an effect the other way counts as inactive or inconclusive.

SMILES	BCR signal inh	Giardia kill	FBPA coupling cs	TSHR antagonist	Tb PFK block	TCR act	AT treatment	KCNH2 WT inh	CXXC DNA block	GALK inhibitor
Cc1csc(NC(=O)c2nc3nccc(C)n3n2)n1	4%	-6	3	-6	-10%	-1%	6%	-10	0%	3%
CCOc1ccc(NC(=O)Cn2c(=O)oc3cc(Cl)ccc32)cc1	8%	13	1	0	0%	-4%	-2%	2	10%	nt
COC(=O)c1ccc(N2CCN(C)CC2)c(NC(=O)COc2ccc(C)cc2)c1	3%	-9	nt	0	-1%	0%	2%	4	1%	5%
Cc1ccc(Nc2cc(=O)n(C3CCCCC3)c(=O)[nH]2)cc1C	1%	5	0	-24	0%	-1%	0%	-6	2%	-3%
CC(C)Cn1c(N)c(C(=O)COC(=O)c2cc3ccccc3cc2O)c(=O)n(C)c1=O	?	3	nt	nt	8%	nt	10%	8	nt	nt
Cc1ccc(NC(=O)COC(=O)C2COc3ccccc3O2)cc1S(=O)(=O)N1CCOCC1 (stereo not given)	0%	-14	1	-3	4%	-3%[46.1 µM]	6%	3	4%	4%
CN(CCCNC(=O)c1cn(C)c2ccc(S(=O)(=O)N(C)C)cc2c1=O)c1ccccc1	?	10	-4	-6	-18%	14%[46.1 µM]	-5%	22	-1%	-2%
COc1ccccc1NC(=O)CSc1nc2ccccc2n1C(C)=O	-13%	5	-2	4	-1%	4%	7%	-43	1%	2%
N#Cc1ccccc1NC(=O)CSc1ccc([N+](=O)[O-])cn1	0%	6	1	5	-3%	9%	0%	-8	0%	-1%
CNS(=O)(=O)c1ccc(NC(=O)c2csc(C)c2)cc1	1%	-14	nt	-19	-3%	-7%	0%	9	-4%	-1%
Cc1ccc(NC(=O)COc2coc(CN3CCN(Cc4ccccc4)CC3)cc2=O)cc1	10%	-8	nt	5	10%	nt	nt	-4	nt	nt
O=c1cc(C(Cl)(Cl)Cl)oc2c1ccc1ccccc12	?	-13	-3	-19	-2%	-1%	3%	-11	4%	-2%
CC(C)(C)CC(=O)Nc1nnc(-c2cccs2)s1	?	1	3	5	-9%	12%	0%	11	-10%	0%
COc1ccc(O)c(/C=N/Nc2nc(Nc3ccccc3)nc(-n3nc(C)cc3C)n2)c1	?	-6	-4	-29	0%	2%	26%	-2	3%	5%
CCN(CC)CCNCc1ccc(-c2ccc(Cl)cc2)o1	?	9	-1	-7	-3%	nt	-7%	53	6%	2%
Cc1ccc(S(=O)(=O)N2CCCCC2)cc1NC(=O)C1CC1	-3%	-9	nt	5	-1%	-7%	-7%	14	nt	nt
O=c1c2ccccc2nnn1Cc1ccc2ccccc2c1	?	7	0	-10	-9%	nt	0%	13	2%	-2%
CN(C)S(=O)(=O)c1ccc(N2CCOCC2)nc1	1%	0	0	5	-3%	5%	2%	-9	3%	2%
COc1ccc(OCCOC(=O)c2nc3nccc(C)n3n2)cc1	-3%	1	0	5	2%	-4%	2%	-1	8%	4%
O=C(CCCl)Nc1cc(SCCO)cc([N+](=O)[O-])c1	1%	8	5	0	0%	nt	0%	16	-2%	3%
Cc1cc(=O)oc(C)c1C(=O)N1CCN(C)CC1	0%	-26	3	-1	1%	3%	0%	-4	8%	17%
COc1ccc(/C=N/NC(=O)c2snnc2C)c(OC)c1OC	6%	1	3	-5	3%	6%	4%	-9	-2%	0%
CC(C)(C)OC(=O)C[C@H]1C/C=C\C[C@@H](CC(=O)NCCO)C(=O)N[C@H](C(C)(C)C)COC1=O	1%	10	nt	4	0%	-9%	6%	4	nt	nt
Cc1ccc(C(=O)NCCn2cc(SCC(=O)Nc3cc(C)on3)c3ccccc32)cc1	?	-28	3	-11	1%	0%	9%	-6	13%	2%
CCOC(=O)C1CCCN(C(=O)c2cc(Nc3ccc(OC)c(OC)c3)nc3ccccc23)C1 (stereo not given)	?	-5	1	6	1%	-8%	0%	18	0%	-3%
More entries follow:
SMILES	BCR signal inh	Giardia kill	FBPA coupling cs	TSHR antagonist	Tb PFK block	TCR act	AT treatment	KCNH2 WT inh	CXXC DNA block	GALK inhibitor
O=C(CCc1ccc(S(=O)(=O)N2CCOCC2)cc1)N/N=C/c1ccc(O)c(O)c1O	5%	5	-31*	-3	-11%	9%[46.1 µM]	-2%	-11	-1%	0%
CC(=O)c1cccc(NC(=S)NC(=O)c2cncc(Br)c2)c1	0%	15	2	-19	-1%	13%	1%	9	-8%	4%
CCN(CC)c1ccc(NC(=O)CN2C(=O)CSc3ncccc32)c(C)c1	6%	44[activator]	0	-16	-2%	9%	1%	-7	-9%	2%
O=C(NCC(c1cccs1)N1CCOCC1)C1CCN(S(=O)(=O)c2cccc(C(F)(F)F)c2)CC1 (stereo not given)	11%	-8	nt	1	-2%	-5%	nt	1	nt	nt
CCN(CC(=O)Nc1ccc(NC(C)=O)cc1)C(=O)Cc1ccccc1F	3%	-1	1	0	-9%	-7%	-5%	4	33%	6%
Clc1ccc(Cc2noc(Cc3ccccc3)n2)cc1Cl	?	14	3	-14	-6%	4%	17%	-17	-2%	-7%
COc1ccc(CN2CCNC(=O)C2CC(=O)NCC2CCOCC2)cc1C (stereo not given)	?	-4	-1	0	-7%	-11%	4%	-6	0%	nt
Cc1cc2ccccc2cc1CN1CCOCC1	0%	11	1	7	-2%	-20%	27%	-7	-6%	4%
O=C(Oc1c(-c2ccccc2)c(=O)n2c3c(cccc13)CC2)c1ccccc1	?	-2	2	-13	-3%	8%	-2%	-5	219%[activator]	0%
Cn1c2ccc(F)cc2c2nnc(SCC(=O)Nc3cccc(O)c3)nc21	?	10	6	-12	2%	-4%	-1%	2	-2%	4%
Cc1ccc(S(=O)(=O)N2CCCCC2)cc1NC(=O)c1ccc2ccccc2n1	8%	-17	-3	12	1%	4%[46.1 µM]	6%	3	14%	0%
CC1(C)NC(=O)N(CC(O)COc2ccccc2C(=O)N2CCCCC2)C1=O (stereo not given)	-1%	-18	0	-9	0%	-1%	-4%	-1	0%	-2%
CN(C)c1cc[n+](CC(=O)c2cccs2)cc1	1%	-19	2	-33	1%	5%	-1%	10	-1%	-4%
Nc1nnc(CSCc2ccc(Cl)cc2Cl)s1	?	3	4	-17	-5%	-2%[46.1 µM]	-1%	-24	-1%	0%
COc1ccc(C(=O)NCCc2c[nH]c3ccccc23)cc1OC	?	-24	3	-13	0%	-1%	-3%	4	0%	1%
Cc1nc(-c2ccccn2)sc1C(=O)Nc1ccc(F)cc1	12%	17	2	-11	4%	6%	-5%	6	-8%	1%
Cc1cc2c(NS(=O)(=O)c3ccc(F)cc3)cccc2nn1	0%	14	-16	0	1%	0%	8%	-11	-4%	11%
O=C(Nc1cccc(Cl)c1)C1CCCN(C2=NS(=O)(=O)c3ccccc32)C1 (stereo not given)	0%	-13	nt	4	?	5%	1%	7	nt	nt
Cc1cccc(OCCCC(=O)N2CCCCCC2)c1C	0%	2	-2	-6	0%	nt	3%	-10	-2%	2%
O=C(Nc1cccc(S(=O)(=O)Nc2ccc(Cl)cc2)c1)c1cc2c(s1)CCCC2	?	8	2	?	0%	-1%[46.1 µM]	-4%	-4	5%	-2%
CCOC(=O)CC(NC(=O)c1cccc2c1C(=O)N(Cc1cccnc1)C2)c1ccc(OCC)c(OC)c1 (stereo not given)	-18%	5	1	-11	1%	-6%	-1%	i	4%	0%
CCCn1c(SCc2ccc(Cl)cc2)nc2c1c(=O)[nH]c(=O)n2C	-5%	-2	-5	-7	1%	2%	1%	12	-2%	-3%
O=C(Nc1csc([N+](=O)[O-])c1)Nc1ccccc1Cl	-16%	?	-3	-7	?	0%	-5%	-5	5%	-3%
COc1ccc(NC(=O)CSc2[nH]c(=O)cc(C)c2C#N)cc1OC	-11%	2	-3	-7	1%	nt	-2%	-1	-6%	-2%
Cc1ccc(Cn2c(=O)c3ccccc3n3c(SCC(=O)N4CCCCC4C)nnc23)cc1 (stereo not given)	-1%	8	0	16	-2%	2%	3%	14	-2%	2%
CC(=O)c1cc(-c2ccccc2)n(CC(=O)N2CCN(C3CCCC3)CC2)c1C	-11%	22	1	0	0%	6%	5%	4	7%	0%
O=C(c1ccc2nccnc2c1)N1CCN(Cc2ccc3c(c2)OCO3)CC1	-3%	1	2	0	-1%	nt	3%	-3	-4%	-1%
CCOC(=O)c1ccc(CC(=O)c2ccc(O)c(O)c2O)o1	22%	3	-48*	6	-7%	0%	-3%	0	-14%	1%
Cc1cc(C(=O)OCC(=O)Nc2cccc(S(=O)(=O)N3CCOCC3)c2)c(C)o1	?	7	1	-8	-6%	4%	0%	2	2%	1%

Source: PubChem BioAssay (National Center for Advancing Translational Sciences (NCATS))
